TrxR1 substrate: substrates of rat thioredoxin reductase 1 | O89049 | purified TrxR1 substrate turnover, NADPH consumption readout | Potency, µM (doses to about 114 µM), for inactives: at the highest dose activity change, negative = substrate turnover | 390,000 compounds, 0.01% hits; also: potency is read from the fitted curve at half-maximal effect; % is scaled to controls: 0 for no effect and ±100 for the full control effect; nearly all actives have a fitted effect of over 50% in size
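Rat TrxR1, dispensed at 90 nM, was prereduced with 400 uM NADPH (final) for 5 min at ~22 deg C, then incubated with compound 15 min before 400 uM selenite. A first-read NADPH fluorescence drop versus no-compound background flagged substrates.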
Vif-A3F inh: Vif-A3F binding inhibition | HeLa A3F-eYFP + Vif (tagged APOBEC3F with the HIV-1 protein that degrades it), YFP fluorescence increase | Potency, µM (top dose mostly 46.1 µM), for the others: top-dose activity, negative = active | 390,000 compounds, 0.2% hits; also: potency is read from the fitted curve at half-maximal effect; % of control where 0% means no effect; nearly all actives have a fitted effect of over 65% in size
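HeLa cells stably expressing Vif plus C-terminally eYFP-tagged A3F were seeded, incubated overnight at 37 deg C, dosed with compound, incubated overnight again at 37 deg C. Yellow fluorescence (Ex 488/Em 500-530) reported blocked Vif-mediated A3F-eYFP degradation.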
IDH1 R132H inh: inhibitors of human mutant IDH1 R132H. O75874. IDH1-R132H enzyme, NADPH consumption, diaphorase/resazurin fluorescence. Potency, µM (series often up to 76.6 µM), for the others: at the highest dose activity change, negative = inhibition, hits mostly inhibitors. 390,000 compounds, 0.093% hits; also: potency is read from the fitted curve at half-maximal effect; % is scaled to controls: 0 for no effect and ±100 for the full control effect; nearly all actives have a fitted effect of over 65% in size
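IDH1-R132H (0.5 ug/mL) preincubated 30 min with compound, then NADPH (0.016 mM) and alpha-KG (2 mM) added; 80 min at RT, pH 7.5. Remaining NADPH coupled via diaphorase/resazurin to fluorescence (540/590 nm); concentration-response curves normalized to no-enzyme control.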
Vif-A3G inh: blocks the Vif interaction with human APOBEC3G. Q9HC16. HeLa A3G-eYFP + Vif (tagged APOBEC3G with the HIV-1 protein that degrades it), YFP fluorescence, overnight. Potency, µM (highest dose often 46.1 µM), without a hit: at the top dose activity, negative = active, actives largely listed as inhibitors. 410,000 compounds, 0.076% hits. AID 602310;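 also: potency is read from the fitted curve at half-maximal effect; % is scaled to controls: 0 for no effect and ±100 for the full control effect; nearly all actives have a fitted effect of over 60% in size; hits raise eYFP signal because A3G escapes Vif-driven loss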
Target sequence (Q9HC16 whole entry, looked up): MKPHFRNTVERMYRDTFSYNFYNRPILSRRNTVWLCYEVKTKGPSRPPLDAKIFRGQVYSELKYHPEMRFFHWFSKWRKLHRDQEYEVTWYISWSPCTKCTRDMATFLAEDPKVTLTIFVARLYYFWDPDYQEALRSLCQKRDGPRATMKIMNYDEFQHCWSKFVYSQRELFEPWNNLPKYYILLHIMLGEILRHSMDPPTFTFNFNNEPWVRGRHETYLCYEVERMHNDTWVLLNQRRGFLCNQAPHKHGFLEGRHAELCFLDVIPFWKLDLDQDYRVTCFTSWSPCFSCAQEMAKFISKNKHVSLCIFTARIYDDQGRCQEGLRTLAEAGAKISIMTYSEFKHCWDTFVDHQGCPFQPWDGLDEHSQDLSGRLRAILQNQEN
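HeLa cells stably expressing Vif and C-terminally eYFP-tagged A3G, seeded overnight at 37 deg C, then exposed to compound by pintool overnight at 37 deg C. Rise in yellow fluorescence (Ex 488/Em 500-530, Acumen) marks blocked Vif-driven A3G degradation.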
LDHA inh: LDHA (human) enzyme inhibition; P00338; purified LDHA, NADH/diaphorase-resazurin fluorescence; hits give low values; activity change, % (values are at about 110 or 230 µM); 480,000 compounds, 0.15% hits; in the data active = activity change below about -30%; inconclusive = mostly about -25% to -30%;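 also: plate controls were DMSO wells for no effect and wells without enzyme for full effect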
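Human LDH5 at 2 nM final in Tris HCl pH 7.4 with 0.06 mM NADH and 0.2 mM pyruvate, reacted 5 minutes at room temperature. Remaining NADH coupled via diaphorase/resazurin; resorufin fluorescence read at 0 and 20 minutes, normalized to enzyme-free and DMSO wells.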
Glioma ERSR ind: ER stress response induction in glioma. U87-MG GRP78 promoter luciferase reporter, 16 h. Potency, µM, without a hit: at the highest dose activation, usual class: activators. 420,000 compounds, 0.02% hits. AID 602332; also: potency is read from the fitted curve at half-maximal effect; series mostly up to about 76 µM; % of control where 0% means no effect; nearly all actives have a fitted effect of over 35% in size
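Stably transfected U87-MG glioma cells carrying a GRP78-based luciferase sensor; 16 h compound incubation. Luminescence end-point read 10 min after Bright-Glo addition at room temperature.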
USP1 inh: blocks the human USP1/UAF1 deubiquitinase complex; O94782; recombinant USP1/UAF1, Ub-Rhodamine cleavage fluorescence; Potency, µM (highest dose often 57.1 µM), inactives show at the top dose activity change, negative = inhibition, actives largely listed as inhibitors; 390,000 compounds, 0.23% hits; also: potency is read from the fitted curve at half-maximal effect; % is scaled to controls: 0 for no effect and ±100 for the full control effect; nearly all actives have a fitted effect of over 60% in size; inactives centre near -12
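Step one: compound is pinned into 1nM USP1/UAF1 in HEPES pH 7.8 buffer with TCEP. Step two: 15 min room-temperature incubation. Step three: Ub-Rho (150nM final) starts cleavage, tracked by fluorescence over six one-minute reads.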
RXFP1 ag: activates the human relaxin receptor RXFP1. Potency, µM (series often up to 57.5 µM), without a hit: at the highest dose activation, most hits filed as activators. HEK293T-RXFP1 cAMP TR-FRET, 30 min; response scale: percent of porcine relaxin response, buffer zero. 370,000 compounds, 0.3% hits; also: potency is read from the fitted curve at half-maximal effect; % is scaled to controls: 0 for no effect and ±100 for the full control effect; nearly all actives have a fitted effect of over 60% in size; many of its hits are not listed in these tables
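HEK293 cells stably expressing RXFP1, treated 30 min at 37C with compounds plus PDE4 inhibitor Ro 20174; cAMP measured by HTRF TR-FRET. Normalized to buffer and 29 nM porcine relaxin; EC50 by Hill fit.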
PI4K2A inh: PI4K2A (human) kinase inhibition; Q9BTU6; purified PI4K2A, ADP-Glo luminescence, 1 h; hits give low values; 420,000 compounds, 0.13% hits; activity change, negative = inhibition, % at 76.9 µM; in the data active = activity change below about -50%; inconclusive = mostly about -30% to -49%;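 also: -100% = wells without enzyme as full effect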
Target sequence (Q9BTU6 whole entry, looked up): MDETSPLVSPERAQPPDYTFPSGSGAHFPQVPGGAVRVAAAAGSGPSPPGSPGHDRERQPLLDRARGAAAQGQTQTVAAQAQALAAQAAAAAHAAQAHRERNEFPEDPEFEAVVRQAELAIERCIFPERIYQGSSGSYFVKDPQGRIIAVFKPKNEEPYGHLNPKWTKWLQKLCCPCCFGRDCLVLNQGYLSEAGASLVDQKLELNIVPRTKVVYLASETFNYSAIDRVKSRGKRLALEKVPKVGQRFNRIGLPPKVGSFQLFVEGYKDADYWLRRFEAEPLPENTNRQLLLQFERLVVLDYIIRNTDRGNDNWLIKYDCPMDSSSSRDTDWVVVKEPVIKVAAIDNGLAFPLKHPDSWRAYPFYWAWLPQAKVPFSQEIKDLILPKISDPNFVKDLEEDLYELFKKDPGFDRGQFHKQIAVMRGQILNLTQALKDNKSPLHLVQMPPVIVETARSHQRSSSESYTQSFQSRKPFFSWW
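Compounds are screened against recombinant PI4K2A using PI as substrate and ATP, the latter dispensed at 300 microM. Reactions run one hour at ambient temperature before ADP-Glo detection; full inhibition defined by wells lacking enzyme.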
Starred values were filed as active, the others as inactive; ? = inconclusive; . = not tested or not shown; [ ] = dose if it differs, or a comment. Unless noted, calls follow the shape of the dose curve; as a rule, active = well fitted curve in the direction sought with a large enough effect; inconclusive = small, poorly fitted or top-dose-only effect, or another doubt; inactive = no such curve, though single readings can be large; an effect the other way counts as inactive or inconclusive.

SMILES	TrxR1 substrate	Vif-A3F inh	IDH1 R132H inh	Vif-A3G inh	LDHA inh	Glioma ERSR ind	USP1 inh	RXFP1 ag	PI4K2A inh
Cc1nc(C)c(-c2csc(Nc3ncccc3C)n2)s1	7%	0%	8%	2%	-2	-2%	-19%	5.0%	-2
CCN(CC)c1ccc(NC(=O)C2=CCN(S(=O)(=O)c3ccc(F)cc3)CC2)c(C)c1	-14%	-3%	-7%	2%	3	-5%	-24%	2.5%	0
Nc1ncc(Br)cc1S(=O)(=O)NCCC(=O)N1CCN(c2ncccn2)CC1	7%	1%	1%	-1%	-3	-3%	2%	-1.5%	-4
O=C(COC(=O)c1cc(Cl)ccc1[N+](=O)[O-])NC1CC1	4%	-4%	-4%	-13%	-5	-4%	-24%	.	-12
CC(=O)c1ccc(NC(=O)CCNC(=O)c2ccccc2Cl)cc1	4%	?	0%	2%	-5	-1%	3%	-0.1%	1
COc1cccc(C(C(=O)NC(C)(C)C)N(Cc2ccc(C)cc2)C(=O)CCC(=O)Nc2cc(C)on2)c1OC (stereo not drawn)	-3%[57.1 µM]	13%	-3%	3%	-8	-4%	-16%	-0.7%	1
C=CCn1cc(C(=O)NCCOC)c(=O)c2cc(S(=O)(=O)N3CCCCCC3)ccc21	3%	6%	0%	1%	1	2%	-19%	-1.2%	5
Cc1ccc(C2c3[nH]c4ccccc4c3CCN2C(=O)c2ccc(N(C)C)cc2)cc1 (stereo not drawn)	1%[57.1 µM]	2%	-8%	-2%	-1	-1%	-28%	9.1%	-5
CC(C)(C)n1nnnc1C(CCc1ccccc1)N1CCN(C/C=C/c2ccccc2)CC1 (stereo not drawn)	.	.	.	0%	-1	-3%	.	.	3
O=C(NCCS(=O)(=O)NCC1CCCO1)c1ccccc1 (stereo not drawn)	0%[57.1 µM]	-27%	-6%	-1%	-8	0%	-1%	0.2%	0
CCOCCCNC(=O)C1CCN(c2nc3ccc(C)cc3[nH]2)CC1	5%[57.1 µM]	-10%	11%	2%	-2	0%	-26%	-3.6%	2
Cc1ccc(-c2c[n+](Cc3ccc(Cl)c(Cl)c3)c3n2CCC3)cc1	-1%	4%	2%	-2%	-4	-6%	-13%	-3.1%	0
Nc1ccc(C(=O)Nc2ccco2)cc1	2%[57.1 µM]	-4%	-1%	-3%	1	-2%	3%	-0.3%	-4
CCCc1nc2c(s1)CCc1onc(-c3ccc(Cl)cc3)c1-2	-2%[57.1 µM]	1%	3%	1%	2	-3%	9%	-0.8%	-1
OC(c1ccccc1)(c1nc(-c2ccc(Cl)cc2)cs1)C(F)(F)F (stereo not drawn)	.	.	.	-16%	-5	-3%	.	.	1
CCCCCCCCCCCNC(=O)c1ccoc1C	-5%	-1%	0%	-1%	6	-6%	-26%	-0.3%	-12
CCCOc1ccc(/C=N/n2nnnc2N)cc1OC	-1%	-1%	-7%	-4%	-5	-2%	-2%	1.1%	-5
O=[N+]([O-])c1cccc(S(=O)(=O)Nc2nc3ccccc3nc2Nc2cccc(S(=O)(=O)N3CCCCC3)c2)c1	-5%	0%	?	1%	-5	-5%	-22%	-0.1%	-3
Cc1ccc(C(C(=O)NC2CCCCC2)N2CCOCC2)cc1 (stereo not drawn)	-2%	0%	10%	3%	0	2%	-14%	-0.7%	7
Cc1no[n+]([O-])c1COc1ccc(/C=N/n2nnnc2N)cc1	-21%	-7%	4%	0%	-5	1%	-1%	1.8%	1
N#CCCN(CCC#N)c1nncs1	-11%	-10%	4%	-1%	-3	-3%	-20%	2.5%	3
CC(=O)NN1C(=O)/C(=C\c2ccc(Br)o2)SC1=S	-15%	?	2%	?	-4	-7%	-6%	2.7%	-6
O=C(CSc1n[nH]c(=O)[nH]c1=O)Nc1ccc2c(c1)C(=O)c1ccccc1C2=O	-1%	6%	-8%	-3%	-9	1%	?	-1.5%	-17
CCCC(=O)C1=C(N2CCCCC2)CC(C)(C)C(C(=O)OC)C1=O (stereo not drawn)	6%[57.1 µM]	8%	7%	-17%	-6	-2%	-9%	0.8%	0
COc1ccc(C2(C(=O)N3CCOCC3)CCCC2)cc1	-9%	.	3%	0%	2	-3%	-11%	0.3%	-20
N=C1/C(=C\c2ccc(-c3ccc(C(=O)O)cc3)o2)C(=O)N=C2SC=C(c3ccccc3)N12	-10%	-2%	0%	0%	0	-4%	-1%	0.7%	-10
COc1ccccc1-c1nnc(C2CCN(S(=O)(=O)c3ccc([N+](=O)[O-])cc3)CC2)o1	-7%	5%	0%	2%	-19	-4%	-25%	-0.6%	4
Cc1c(NC(=O)c2cnn3c(C(F)(F)F)cc(-c4ccco4)nc23)c(=O)n(-c2ccccc2)n1C	-17%	4%	0%	-4%	-9	-3%	-12%	0.6%	-1
COc1ccc(CN2CCCC(CO)(Cc3cccc(Cl)c3)C2)cc1OC (stereo not drawn)	5%	7%	-6%	-1%	-2	-4%	-17%	0.2%	15
CC(=O)C1=C(O)CCC1=N	5%	1%	3%	-4%	-3	-3%	-12%	3.9%	3
O=C1NC(c2ccccc2)(C(F)(F)F)C(=O)N1Cc1cccnc1 (stereo not drawn)	-9%	-1%	3%	0%	-3	-5%	-14%	-1.3%	-3
CCOc1ccc(/C(O)=C2/C(=O)C(=O)N(CCOCCO)C2c2ccc(F)cc2)cc1 (stereo not drawn)	-8%	-1%	1%	2%	1	-7%	-15%	?	3
Cc1ccc(C)c(Cn2c(C(C)NC(=O)c3ccccc3)nc3ccccc32)c1 (stereo not drawn)	-4%	1%	-3%	-2%	-4	-2%	-9%	-0.2%	-3
Cc1onc(-c2ccccc2)c1C(=O)N(C)CCc1ccccn1	-3%	0%	-1%	3%	-5	-4%	-20%	0.4%	8
COc1ccc(-c2cn3c(n2)sc2cc(C(=O)NCCc4ccccc4)ccc23)cc1	-12%	1%	1%	1%	-9	-3%	9%	-1.7%	2
COc1cccc(NC(=O)CN2C(=O)NC3(CCCC3)C2=O)c1	1%[57.1 µM]	2%	3%	0%	-2	-3%	-17%	-0.1%	3
CCNc1nc(NC(C)C)nc(Nn2cnnc2)n1	11%	-3%	10%	1%	-2	-5%	-16%	1.1%	-1
COc1ccc(C(=O)NNC(=O)c2ccc(S(=O)(=O)N3CCCCC3)cc2)cc1	6%[57.1 µM]	-15%	16%	0%	-12	-5%	-5%	-0.9%	6
CCN(CC)C(=O)C1CCN(S(=O)(=O)c2cccc3nonc23)CC1	-5%	1%	0%	1%	3	-4%	-5%	0.3%	2
Fc1ccccc1COc1ccccc1CNCc1ccncc1	8%	1%	1%	3%	-4	-2%	-7%	-1.2%	1
O=S(=O)(c1cccc2nsnc12)N1CCNCC1	-4%	-4%	-6%	0%	-9	-8%	-10%	2.9%	-22
O=C1Nc2ccccc2C1=Nc1cccc(Cl)c1	1%[57.1 µM]	2%	6%	-5%	8	0%	-14%	1.3%	-1
Cn1cc(Br)c(C(=O)NNC(=O)c2ccc(Cl)cc2)n1	-5%[11.4 µM]	7%	5%	0%	-3	-3%	-15%	-1.3%	3
COc1ccc(/C=C2\CCc3ccccc3C2=O)cc1Cn1nc(C)cc1C	0%[57.1 µM]	5%	5%	-14%	4	-4%	-20%	2.6%	3
O=C(CSc1nnc(CNC(=O)c2ccco2)o1)Nc1ccccc1F	-1%	-2%	-9%	-5%	-4	-4%	-11%	1.2%	-4
CC(NCCc1ccc(S(N)(=O)=O)cc1)C(=O)NCCc1ccc(F)cc1 (stereo not drawn)	-2%	-1%	0%	2%	-17	-1%	-13%	-1.1%	4
CCn1c(C(=O)O)c(CC(=O)NC2CCCCCC2)c2ccccc21	9%	1%	-4%	-5%	-2	-4%	-6%	1.6%	2
CCN(CC)c1ccc(NC(=O)c2c(OC)cccc2OC)c(C)c1	-6%	-1%	7%	-5%	2	-4%	-13%	-0.9%	-1
COc1ccc(Cn2nc(C)cc2C)cc1OC	17%[57.1 µM]	-2%	0%	2%	-3	-2%	-12%	0.3%	2
C[C@@H]1CN([C@@H](C)CO)C(=O)CCCn2nncc2CO[C@H]1CN(C)S(=O)(=O)c1ccc(C#N)cc1	.	7%	2%	-4%	-11	-6%	10%	.	-9
CCOCc1nnc(NC(=O)C2CC(=O)N(CCc3ccc(F)cc3)C2)s1 (stereo not drawn)	0%	7%	13%	0%	-6	-1%	-19%	-0.6%	3
COc1ccccc1NC(=O)c1ccccc1NS(C)(=O)=O	-9%[57.1 µM]	5%	11%	-7%	-3	1%	-15%	-1.1%	7

Sorted by length of the SMILES (falling): part of the list above.
SMILES	TrxR1 substrate	Vif-A3F inh	IDH1 R132H inh	Vif-A3G inh	LDHA inh	Glioma ERSR ind	USP1 inh	RXFP1 ag	PI4K2A inh
O=C(CSc1nnc(CNC(=O)c2ccco2)o1)Nc1ccccc1F	-1%	-2%	-9%	-5%	-4	-4%	-11%	1.2%	-4
O=S(=O)(c1cccc2nsnc12)N1CCNCC1	-4%	-4%	-6%	0%	-9	-8%	-10%	2.9%	-22
O=C1Nc2ccccc2C1=Nc1cccc(Cl)c1	1%[57.1 µM]	2%	6%	-5%	8	0%	-14%	1.3%	-1

These rows are one share of the data; count on the stated rates, not on these rows.
